# High-throughput results: PubChem, National Center for Advancing Translational Sciences (NCATS)
# HT1080-NT tox: kills 2HG-producing HT-1080-NT fibrosarcoma cells; HT-1080-NT fibrosarcoma viability, CellTiter-Glo ATP luminescence, 48 h; Potency, µM (titrated, usually from 46.1 µM), for inactives: at the top dose activity, negative = less viability, actives largely listed as cytotoxic; actives 1.6% (n = 360,000); AID 686970;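 also: NT is the 2HG producing partner of a matched IDH1 knockdown line; potency is read from the fitted curve at half-maximal effect; 0% = DMSO-treated cells and -100% = media-only wells without cells; nearly all actives have a fitted effect of over 55% in size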
#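 HT-1080-NT; 750 cells/well; 5% FBS RPMI; 48 h compound, 37 degrees C; CellTiter-Glo luminescence; curve fitting and curve-class assignment.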
# DRD3 antagonist: blocks the human D3 dopamine receptor; max response, negative = inhibition, %; AID 652054; D3R cells, DiscoveRx beta-arrestin luminescence, antagonist mode; hits give low values; actives 2.5% (n = 360,000); P35462; in the data active = max response below about -50%; inconclusive = no clear call, values can overlap the other calls; also: % is scaled to controls: 0 for no effect and ±100 for the full control effect; mostly tested at two doses, the higher about 12 µM
# Target sequence (P35462 whole entry, looked up): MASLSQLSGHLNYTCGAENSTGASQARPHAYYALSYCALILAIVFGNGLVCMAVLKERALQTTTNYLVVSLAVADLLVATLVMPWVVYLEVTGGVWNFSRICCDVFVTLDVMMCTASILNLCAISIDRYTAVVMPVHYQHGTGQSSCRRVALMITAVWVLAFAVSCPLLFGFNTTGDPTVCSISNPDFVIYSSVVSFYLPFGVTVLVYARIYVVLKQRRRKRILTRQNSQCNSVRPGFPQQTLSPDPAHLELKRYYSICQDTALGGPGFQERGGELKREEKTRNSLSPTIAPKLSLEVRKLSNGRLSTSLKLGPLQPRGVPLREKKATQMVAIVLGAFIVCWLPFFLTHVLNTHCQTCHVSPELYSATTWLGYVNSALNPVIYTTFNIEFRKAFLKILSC
#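 Cells expressing the human receptor were seeded at 1500 cells/well, incubated overnight at 37 degrees C in 5% CO2, then exposed to library compounds with dopamine controls for 90 minutes at 37 degrees C before luminescent detection.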
# KB-3-1 cytotox: kills parental KB-3-1 adenocarcinoma cells; KB-3-1 viability, CellTiter-Glo ATP luminescence, 72 h; Potency, µM (titrated, usually from 46.1 µM), without a hit: at the top dose activity change, negative = cytotoxic, usual class: cytotoxic; actives 1.4% (n = 400,000); also: potency is read from the fitted curve at half-maximal effect; % is scaled to controls: 0 for no effect and ±100 for the full control effect; nearly all actives have a fitted effect of over 60% in size
#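 Cells are dispensed, compounds pinned in, plates held at 37 °C for 72 h, then CellTiter-Glo is added and luminescence read after 10 minutes. Cell line: parental KB-3-1 in phenol-red-free DMEM, 10% FBS.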
# HT1080 IDH1KD tx: HT-1080 IDH1 knockdown cell toxicity (counter line). actives 2% (n = 360,000). HT-1080 IDH1 knockdown viability, ATP luminescence, 48 h. Potency, µM (series often up to 46.1 µM), inactives show at the highest dose activity, negative = toxicity, most hits filed as cytotoxic;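 also: potency is read from the fitted curve at half-maximal effect; 0% = DMSO wells and -100% = cell-free medium wells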
#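 Knockdown cells (IDH1KD HT-1080) received compounds 2 h after plating at 750 cells/well and were kept 48 h at 37 °C in 5% FBS RPMI. A CellTiter-Glo luminescence read gave % activity for curve fitting.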
# GLP1R ag: GLP-1 receptor (human) agonism | P43220 | HEK293 GLP-1R CRE-luciferase, luminescence, 4-6 h; cells express a hypersensitive GLP-1R form | Potency, µM (top dose mostly 45.6 µM), for the others: top-dose activation, hits mostly activators | actives 0.007% (n = 380,000); also: potency is read from the fitted curve at half-maximal effect; % of control where 0% means no effect
# Target sequence (P43220 whole entry, looked up): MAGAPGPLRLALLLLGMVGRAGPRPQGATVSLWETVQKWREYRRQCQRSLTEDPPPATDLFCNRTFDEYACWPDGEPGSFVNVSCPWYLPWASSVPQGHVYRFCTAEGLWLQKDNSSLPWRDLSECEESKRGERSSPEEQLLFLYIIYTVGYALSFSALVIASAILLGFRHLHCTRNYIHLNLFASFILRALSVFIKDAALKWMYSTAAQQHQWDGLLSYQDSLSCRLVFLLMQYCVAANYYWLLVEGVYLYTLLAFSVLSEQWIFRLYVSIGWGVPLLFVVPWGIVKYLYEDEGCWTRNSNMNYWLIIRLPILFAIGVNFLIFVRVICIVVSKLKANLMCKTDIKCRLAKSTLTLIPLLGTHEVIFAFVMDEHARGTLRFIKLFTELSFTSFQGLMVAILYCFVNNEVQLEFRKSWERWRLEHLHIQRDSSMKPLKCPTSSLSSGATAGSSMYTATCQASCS
# KB-V1 cytotox: KB-V1 MDR subline cytotoxicity; KB-V1 MDR cells viability, CellTiter-Glo, 72 h; Potency, µM (doses to about 46.1 µM), for inactives: at the top dose activity change, negative = cytotoxicity, usual class: cytotoxic; actives 3.4% (n = 400,000); AID 1347076; also: potency is read from the fitted curve at half-maximal effect; % is scaled to controls: 0 for no effect and ±100 for the full control effect; nearly all actives have a fitted effect of over 60% in size
#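 Readout: CellTiter-Glo luminescence, 10 min after addition. Cells: KB-V1 MDR subline, 72 h at 37 degrees C with compound. Analysis: corrected, normalized data fitted to concentration-effect curves.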
# DRD3 agonist: activates the human D3 dopamine receptor; P35462; D3R DiscoveRx beta-arrestin cells, luminescence, 90 min; max activation, %; actives 0.58% (n = 410,000); in the data active = max activation above about 30%; also: 0% is about no effect; mostly tested at two doses, the higher about 12 µM
#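 Agonist mode: compounds and dopamine controls were applied to plated cells for 90 min at 37 degrees C after an overnight attachment at 1500 cells/well. Luminescent read-out followed 30 - 60 minutes at room temperature with DiscoveRx detection reagent.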
# SW480 rerep: DNA re-replication induction in SW480 cells. SW480 DNA re-replication, Hoechst DNA content imaging, 48 h. Potency, µM (doses to about 46.1 µM), inactives show at the highest dose re-replication activation, usual class: activators. actives 1.8% (n = 340,000). AID 624297; also: potency is read from the fitted curve at half-maximal effect; % of control where 0% means no effect; nearly all actives have a fitted effect of over 55% in size
#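 Cells (250 per well) received 23 nL compound or DMSO by pin tool and were kept 48 hr at 37 C, 5% CO2. Nuclei were then stained with Hoechst for 40 min and scanned for DNA content.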
# IL1B secr inh: inflammasome signaling inhibition, IL-1 beta readout; AID 743279; THP-1 LPS/ATP IL-1B secretion, AlphaLISA, 16 h; hits give low values; actives 4.7% (n = 360,000); activity change, % at 57.5 µM; in the data active = activity change below about -50%; inconclusive = mostly about -30% to -49%; also: % is scaled to controls: 0 for no effect and ±100 for the full control effect
#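 Secreted IL-1B measured by AlphaLISA bead assay after 16 h compound exposure of THP-1 cells; compounds (final up to 57.5 uM) added 1 h before LPS (250 ng/mL) and ATP (1.25 mM) stimulation; lower signal means less secretion.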
# Active calls of the source: *; ? = inconclusive; . = no result given; [ ] = remark or other dose. Unless noted, calls follow the shape of the dose curve; as a rule, active = well fitted curve in the direction sought with a large enough effect; inconclusive = small, poorly fitted or top-dose-only effect, or another doubt; inactive = no such curve, though single readings can be large; an effect the other way counts as inactive or inconclusive. Compounds as they come; any-hit rate near 12%.
smiles	KB-3-1 cytotox	HT1080-NT tox	SW480 rerep	KB-V1 cytotox	HT1080 IDH1KD tx	DRD3 antagonist	DRD3 agonist	GLP1R ag	IL1B secr inh
CCn1c(C(C)NC(=O)c2cccc(C)c2)n[nH]c1=S (stereo not drawn)	4%	2%	-4%	-4%	-1%	-11	1	6%	1
O=c1[nH]c2cnn(-c3ccccc3)c2c(=O)n1O	-11%	-2%	?	-3%	-10%	-9	-15	1%	0
COc1ccc(C2(C(=O)O)CCCC2)cc1	1%	6%	0%	9%	3%	9	18	1%	11
Cc1ccc(S(=O)(=O)Oc2ccc(C(c3c(C)[nH][nH]c3=O)c3c(C)[nH][nH]c3=O)cc2)cc1	2%	4%	0%	?	3%	17	-16	-13%	-11
c1ccc(-c2cncn2-c2ccccc2)cc1	0%	8%	-8%	2%	-7%	2	15	4%	14
Cc1nc2nc[nH]n2c(=O)c1NS(=O)(=O)c1ccc([N+](=O)[O-])cc1	17%	9%	-3%	5%	7%	-9	-4	-2%	33
COc1ccccc1NC(=O)C1=C(C)NC(=O)NC1c1cccs1 (stereo not drawn)	12%	0%	3%	1%	0%	0	1	-1%	-1
Cc1cc(C)cc(NS(=O)(=O)c2ccc3c(c2)c(=O)n(C)c(=O)n3C)c1	8.2µM*	6.3µM*	-6%	?	3.2µM*	16	8	0%	-67*
CC(=O)N/C(=N/c1nc(C)cc(C)n1)Nc1cccc(C)c1	-16%	-4%	-1%	-6%	-6%	-17	-6	13%	-2
O=c1cc[nH]c2cc(C(F)(F)F)ccc12	-3%	-21%	4%	14%	-8%[9.24 µM]	-15	-7	1%	10
CCOc1ccccc1/C=N/Nc1nc2c(N)ncnc2n1[C@H]1O[C@@H](CO)[C@H](O)[C@@H]1O	0%	1%	8.2µM*	14%	-1%	10	6	4%	22
CC1CCN(c2ccc3nnc(CCC(=O)N4CCN(c5ccc(F)cc5)CC4)n3n2)CC1	-6%	-4%	-9%	-24%	-19%	9	0	15%	-22
O=C1CC(SC(=Nc2ccccc2)Nc2ccccc2)C(=O)N1c1ccc(Cl)cc1 (stereo not drawn)	-11%	-13%	-1%	5%	-12%	48	7	-21%	15
NC(=O)CC(NC(=O)c1ccccc1)C(=O)O (stereo not drawn)	0%	6%	13%	25%	9%	16	6	-1%	8
CC(=O)Nc1ccc(S(=O)(=O)NC2CC3CCC2C3)cc1 (stereo not drawn)	-14%	-16%	?	-7%	-1%	-24	13	-9%	8
COc1cccc(CC(=O)Nc2ccc3nc(N4CCC(C)CC4)cc(C)c3c2)c1	-10%	.	.	?	.	.	-7	0%	.
O=c1c2ccccc2nc(-c2ccc(F)cc2)n1NCc1ccccc1O	-1%	16%	-4%	-2%	11%	6	1	1%	9
CCc1ccccc1NC(=O)CNC(=O)CNC(=O)C1CCCCC1	7%	-5%	3%	-14%	-9%	19	5	-11%	1
CCc1nc2ccccc2n1CC(O)COc1ccc(NC(C)=O)cc1 (stereo not drawn)	0%	-1%	1%[9.22 µM]	18%	1%	5	-1	0%	-1
c1ccc(C2OCC3(CO2)COC(c2ccccc2)OC3)cc1 (stereo not drawn)	2%	3%	0%	-9%	-1%	13	1	-3%	13
COc1cccc(C(=O)N2CCC[C@H]2C(=O)N2CCC[C@H]2C(=O)NCc2ccncc2)c1	17%	23%	.	3%	8%	-23	0	10%	30
Cc1[nH]nc2c1C(c1ccccc1F)CC(=O)N2 (stereo not drawn)	8%	17%	-2%	-2%	22%	-16	1	-6%	6
Cc1cccc(Nc2n[nH]c(C)c2[N+](=O)[O-])c1	-22%	-29%	-3%	-18%	-20%	?	-1	19%	-3
CCOC(=O)C1C(=O)C=C(c2ccc(C)cc2)CC1c1cccc([N+](=O)[O-])c1 (stereo not drawn)	0%	-9%	?	0%	-17%	12	6	-8%	-22
Cn1c(-c2ccc(F)cc2)cnc1NCc1ccccc1	?	-22%	?	21µM*	-26%	-30	-5	1%	-10
COc1cc(OC)c(C(=O)O/N=C(\N)c2cccc(C)c2)cc1OC	-14%	?	7%	?	?	-7	7	18%	-15
c1c(C2CCCCC2)n[nH]c1CN1CCCCC1	1%	9%	0%	-4%	7%	-73*	-8	-12%	0
CCN1CCN(Cc2ccc(NC(=O)Nc3ccc(SC)cc3)cc2)CC1	-20%	?	1%	-3%	-26%	-12	-9	14%	?
CCOC(=O)c1c(NC(=O)CSc2nncs2)sc(C)c1C	9%	4%	-7%	9%	8%	-9	-9	4%	-8
CCOc1ccccc1NC(=O)CN1C(=O)C2(SCC(=O)N2c2ccc(C)cc2)c2ccccc21 (stereo not drawn)	?	.	.	0%	.	.	-4	-8%	.
C=CC12C=CC=CN1C(C(=O)OC)=C(C(=O)OC)C(C(=O)OC)=C2C(=O)OC (stereo not drawn)	-2%	-5%	-90%[inhibitor]	18µM*	-4%	-26	-3	13%	0
COC(=O)[C@]1(Cc2ccccc2)N[C@H](CN(C)S(=O)(=O)c2ccc(OC)cc2)[C@@H]2C(=O)N(C)C(=O)[C@@H]21	0%	-1%	?	0%	4%	-21	-19	-1%	-18
COc1ccc(NC(=O)c2cc(-c3ccccc3O)n[nH]2)cc1Cl	4%	14%	-3%	16%	11%	-20	-8	4%	-9
CC(C)NC(=O)C1C(c2ccccc2)=Nc2ccccc2N1C(=O)c1ccc(C(F)(F)F)cc1 (stereo not drawn)	-17%	8%	.	?	1%	?	-16	.	1
CC(C(=O)Nc1ccc2c(c1)OCCO2)n1nnc(-c2ccccc2)n1 (stereo not drawn)	20%	15%	-12%	-3%	11%	1	4	14%	15
O=C(C[n+]1cn(C(F)F)c2ccccc21)c1ccc(OC(F)F)cc1	-4%	12%	10%	3%	3%	0	6	7%	-19
COc1ccccc1NC(=O)c1cc(C(=O)O)ccc1C(=O)O	7%	-1%	-5%	18%	7%	-4	-3	4%	11
Cc1nc(-c2c(-c3ccc(O)cc3O)noc2C(F)(F)F)cs1	-30%	-11%	-1%	0%	-14%	20	-6	3%	13
O=S(=O)(Cc1ccccc1Cl)N1CCCC1	1%	3%	?	20%	11%	-10	-8	5%	5
CCCCCN=CC1=C(O)CC(c2ccccc2)CC1=O (stereo not drawn)	10%	2%	-3%	13%	4%	-5	-2	10%	-6
O=C(NNC(=O)C1CCN(Cc2cccc(F)c2)CC1)c1cccc(Cl)c1	-2%	-2%	-2%	-8%	-4%	-10	-20	-5%	-11
CCOC(=O)c1c(NC(=S)Nc2ccccc2)sc2c1CCN(C)C2	1%	15%	?	1%	18%	?	-8	9%	-11
CCCCN(C(=O)C1CC1)C1CCS(=O)(=O)C1 (stereo not drawn)	1%	-1%	3%	2%	-5%	11	4	1%	8
Cc1ccccc1CN1C(=O)c2ccccc2C1c1nnnn1-c1ccc2c(c1)OCCO2 (stereo not drawn)	2.9µM*	3.7µM*	.	5.8µM*	3.3µM*	7	-2	15%	99
CCOc1ccc(C2/C(=C(\O)c3c(C)[nH]c(C(=O)OC)c3C)C(=O)C(=O)N2CCN(C)C)cc1 (stereo not drawn)	21%	0%	-5%	-10%	-15%	-15	-16	12%	5
CCn1cc(C(=O)N(CCCN2CCOCC2)Cc2ccco2)c(=O)c2ccc(C)nc21	16%	11%	-3%	?	7%	-21	3	7%	-8
CCc1ccc2nc(N(CCCN(C)C)C(=O)c3ccc(S(=O)(=O)N4CCc5ccccc5C4)cc3)sc2c1	-2%	?	?	-28%	13µM*	-18	-6	-2%	-84*
CCc1cccc(CC)c1NC(=S)NC(C)c1ccccc1 (stereo not drawn)	-13%	-2%	-3%	?	7%	-9	1	-2%	-25

# Nine entries from above, reformatted:
# Sequence of screens – KB-3-1 cytotox | HT1080-NT tox | SW480 rerep | KB-V1 cytotox | HT1080 IDH1KD tx | DRD3 antagonist | DRD3 agonist | GLP1R ag | IL1B secr inh
> CCCCCN=CC1=C(O)CC(c2ccccc2)CC1=O (stereo not drawn)
    10% | 2% | -3% | 13% | 4% | -5 | -2 | 10% | -6
> O=C(NNC(=O)C1CCN(Cc2cccc(F)c2)CC1)c1cccc(Cl)c1
    -2% | -2% | -2% | -8% | -4% | -10 | -20 | -5% | -11
> CCOC(=O)c1c(NC(=S)Nc2ccccc2)sc2c1CCN(C)C2
    1% | 15% | ? | 1% | 18% | ? | -8 | 9% | -11
> CCCCN(C(=O)C1CC1)C1CCS(=O)(=O)C1 (stereo not drawn)
    1% | -1% | 3% | 2% | -5% | 11 | 4 | 1% | 8
> Cc1ccccc1CN1C(=O)c2ccccc2C1c1nnnn1-c1ccc2c(c1)OCCO2 (stereo not drawn)
    2.9µM* | 3.7µM* | . | 5.8µM* | 3.3µM* | 7 | -2 | 15% | 99
> CCOc1ccc(C2/C(=C(\O)c3c(C)[nH]c(C(=O)OC)c3C)C(=O)C(=O)N2CCN(C)C)cc1 (stereo not drawn)
    21% | 0% | -5% | -10% | -15% | -15 | -16 | 12% | 5
> CCn1cc(C(=O)N(CCCN2CCOCC2)Cc2ccco2)c(=O)c2ccc(C)nc21
    16% | 11% | -3% | ? | 7% | -21 | 3 | 7% | -8
> CCc1ccc2nc(N(CCCN(C)C)C(=O)c3ccc(S(=O)(=O)N4CCc5ccccc5C4)cc3)sc2c1
    -2% | ? | ? | -28% | 13µM* | -18 | -6 | -2% | -84*
> CCc1cccc(CC)c1NC(=S)NC(C)c1ccccc1 (stereo not drawn)
    -13% | -2% | -3% | ? | 7% | -9 | 1 | -2% | -25
